CAL PDZ FP-1 = inhibitors of human CAL PDZ peptide binding | purified CAL PDZ, TMR-peptide fluorescence polarization, 1 h | inhibition, % at 24.9 µM | 300,000 compounds, 0.92% hits | AID 602252;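 active = mean inhibition of at least 30% with at least half of replicates also reaching 30%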;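 note: 0% = DMSO neutral control and 100% = excess unlabeled competitor peptide PRC23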
DAGLB inhibitor = blocks human DAGLB lipase activity. Q8NCG7. HEK293T DAGLB membrane lysate, EnzChek fluorogenic substrate. inhibition, % at 5.17 µM. 340,000 compounds, 0.059% hits. AID 504411; in the data active = inhibition above about 34%;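 note: 0% = enzyme with vehicle and 100% = wells lacking enzyme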
Rtt109 HAT inh = blocks Candida albicans Rtt109/Vps75 acetyltransferase activity. Q5AAJ8. purified Rtt109/Vps75, ThioGlo CoA-SH fluorescence, 4 h. inhibition, % at 34.9 µM. 330,000 compounds, 0.16% hits. AID 540336;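 active = inhibition of at least 50% in every replicate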
Target sequence (Q5AAJ8 whole entry, looked up): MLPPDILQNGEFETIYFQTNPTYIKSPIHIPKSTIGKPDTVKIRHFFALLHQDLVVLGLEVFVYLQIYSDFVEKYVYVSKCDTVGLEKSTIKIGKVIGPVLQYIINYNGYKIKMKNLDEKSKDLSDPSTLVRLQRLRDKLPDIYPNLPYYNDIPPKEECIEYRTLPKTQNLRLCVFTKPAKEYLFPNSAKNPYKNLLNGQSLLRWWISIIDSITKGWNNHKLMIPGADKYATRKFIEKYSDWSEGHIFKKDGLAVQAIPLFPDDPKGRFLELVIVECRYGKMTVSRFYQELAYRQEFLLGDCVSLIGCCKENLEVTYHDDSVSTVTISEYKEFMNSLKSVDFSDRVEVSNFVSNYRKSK
C-LANA FP = blocks KSHV LANA C-terminal domain binding to DNA | 340,000 compounds, 0.078% hits | MBP-C-LANA/FAM-LBS DNA binding, fluorescence polarization | AID 504423 | inhibition, % at 9 µM;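 active = highest replicate inhibition at or above 60% at 9 µM, even if other replicates fall short; inactive = all replicates below 60% inhibition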;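 note: 0% = neutral control wells and 100% = 4 µM acridine orange control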
SR-BI DiI-HDL act = activators of SR-BI mediated HDL lipid uptake; CHO ldlA[mSR-BI] cells, DiI-HDL uptake fluorescence, 3 h; 100 = double the neutral-control signal; 320,000 compounds, 0.096% hits; AID 504775; activation, % at 12.5 µM;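 active = mean replicate activation of at least 60% and every replicate at or above 60%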;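 note: 0% = median plate neutral-control signal and 100% = twice that signal; values of inactives mirror those of a sister screen read the other way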
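Material – SR-BI-overexpressing, LDLR-lacking CHO cells · Medium – BSA-supplemented, HEPES-buffered Ham's F12, pH 7.4 · Doses – single concentration · Times – compound with DiI-HDL co-incubation, 3 h at 37 °C · Measured by – bottom-read fluorescence, 550/595 nm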
RTF Ca sens inh = cardiac RTF calcium desensitization. P19429+P45379. IANBD-labeled cardiac RTF, Ca2+ fluorescence. inhibition, % at 7.15 µM. 340,000 compounds, 0.12% hits;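 active = inhibition above the mean inhibition of all tested compounds plus 3 SD, cut at about 17% in these data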;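 note: assay run at fixed EC70 calcium of 1.6 mM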
CAL PDZ FP-2 = human CAL PDZ-peptide interaction inhibition. inhibition, % at 20 µM. 330,000 compounds, 0.02% hits. AID 504414. purified CAL PDZ, TMR-peptide fluorescence polarization, 1 h;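 active = highest replicate inhibition of at least 40%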;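 note: plate controls were DMSO neutral control wells for no effect and unlabeled competitor peptide control wells for full effect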
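System: tagged CAL PDZ domain. Schedule: 1 h room-temperature incubation prior to read. Signal: fluorescence polarization (mP). Measure: percent inhibition from loss of millipolarization.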
PKA-R2B activ = PKA-R2B complex activation. PKA-R2B holoenzyme dissociation, Cy5-IP20 fluorescence polarization; R2B truncated from residue 108, S112A mutant; 0% DMSO only, 100% 113 µM cGMP. activation, % at 11.4 µM. 340,000 compounds, 0.079% hits;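 active = activation above a cutoff set at the mean over all compounds plus 3 SD, cut at about 18% in these data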;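 note: higher means more holoenzyme dissociation and a rise in polarization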
Target sequence (P31323 whole entry, looked up, other chains not shown, the tested form may be a part): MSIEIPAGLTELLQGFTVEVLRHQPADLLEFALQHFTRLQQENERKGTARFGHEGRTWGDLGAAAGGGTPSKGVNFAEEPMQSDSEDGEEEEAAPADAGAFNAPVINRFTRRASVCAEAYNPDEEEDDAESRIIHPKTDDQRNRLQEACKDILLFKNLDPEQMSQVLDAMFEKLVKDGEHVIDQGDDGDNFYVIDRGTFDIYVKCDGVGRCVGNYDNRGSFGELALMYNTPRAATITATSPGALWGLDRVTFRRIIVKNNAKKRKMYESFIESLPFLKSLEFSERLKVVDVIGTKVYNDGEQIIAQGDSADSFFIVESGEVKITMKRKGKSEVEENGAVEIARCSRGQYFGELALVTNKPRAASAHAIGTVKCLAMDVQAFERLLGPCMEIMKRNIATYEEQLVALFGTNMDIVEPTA
cardiac RTF act = increases calcium sensitivity of human cardiac regulated thin filaments. activation, % at 7.2 µM. AID 493008. 340,000 compounds, 0.24% hits. P19429+P45379. IANBD-labeled TnC RTF fluorescence at EC20 calcium; 0% EC20 calcium, 100% full calcium;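 active = activation above the mean over all tested compounds plus 3 SD, cut at about 30% in these data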;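 note: rise in fluorescence read as greater calcium sensitivity of cardiac thin filaments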
Keap1-Nrf2 PPI = inhibitors of human Keap1-Nrf2 protein-protein interaction. Keap1 Kelch-Nrf2 peptide fluorescence polarization, 1536-well. inhibition, % at 9.4 µM. AID 504523. 340,000 compounds, 0.15% hits; in the data active = inhibition above about 12%;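 note: human Keap1 Kelch domain with fluorescein labeled Nrf2 9mer peptide probe; 0% = neutral control wells and 100% = peptide positive control; higher means more block of Keap1 binding to Nrf2 peptide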
The depositor's hits bear a star; x = not tested or not shown.

SMILES	CAL PDZ FP-1	DAGLB inhibitor	Rtt109 HAT inh	C-LANA FP	SR-BI DiI-HDL act	RTF Ca sens inh	CAL PDZ FP-2	PKA-R2B activ	cardiac RTF act	Keap1-Nrf2 PPI
COc1c[nH]n(-c2ccccc2)c(=O)c1=O	-5	1	3	-0.7	7	0	1.0	1	0	3
O=C(CN1CCN(c2ccccn2)CC1)Nc1ccc(F)cc1	-1	-2	3	0.3	13	0	-0.8	-8	3	-6
COc1ccc(CCN(C(=O)c2ccc(F)cc2)C2=CC3CCC(C2)N3C)cc1OC (stereo unspecified)	1	-3	2	-0.2	12	-1	-1.0	-5	-4	1
COc1ccc(CS(=O)(=O)c2ncn[nH]2)cc1	6	-1	5	1.0	12	-8	-0.7	-1	-2	0
COc1ccc(C(C(=O)NC2CCCCC2)N(C(=O)CCl)c2cccc(Cl)c2)cc1 (stereo unspecified)	x	15	17	-0.2	28	-3	-1.1	9	2	0
CC(OC(=O)C1=COCCO1)C(=O)c1ccc(C(C)(C)C)cc1 (stereo unspecified)	x	-2	14	0.7	7	-8	-0.5	-11	12	2
CN(C(=O)c1ccc(F)cc1)c1ccc(OCC(=O)Nc2ccccc2C(=O)O)cc1	0	3	2	2.3	15	4	-1.8	2	-1	-4
COc1ccc(C(C(=O)NC2CCCC2)N(CC2CCCO2)C(=O)Cn2nnc(-c3ccc(C)o3)n2)cc1 (stereo unspecified)	-5	-2	0	-1.5	-2	-2	-3.5	5	-1	0
CC(=O)c1ccc(OCCCC(=O)Nc2ccc3c(c2)OCCO3)cc1	6	-1	9	0.0	12	0	-1.1	9	-5	-6
Oc1ccc(CCc2n[nH]c(=S)n2-c2ccc(F)cc2)cc1	x	-1	7	0.6	18	-7	-0.5	-2	-3	3

Next part, starting with the last 2 of the part before.
SMILES	CAL PDZ FP-1	DAGLB inhibitor	Rtt109 HAT inh	C-LANA FP	SR-BI DiI-HDL act	RTF Ca sens inh	CAL PDZ FP-2	PKA-R2B activ	cardiac RTF act	Keap1-Nrf2 PPI
CC(=O)c1ccc(OCCCC(=O)Nc2ccc3c(c2)OCCO3)cc1	6	-1	9	0.0	12	0	-1.1	9	-5	-6
Oc1ccc(CCc2n[nH]c(=S)n2-c2ccc(F)cc2)cc1	x	-1	7	0.6	18	-7	-0.5	-2	-3	3
O=C(NCC1CCCO1)C(c1cccs1)N(Cc1cccs1)C(=O)c1ccc(-c2ccccc2)[nH]1 (stereo unspecified)	1	-2	-5	0.9	12	-10	-2.9	-20	14	-1
CSc1nc(=S)n(-c2ccccc2)c(C)c1C(C)=O	-2	2	-3	-3.6	-2	-3	-1.1	3	6	-5
CCC(C)(C(=O)NC1CCCCC1)N(Cc1ccco1)C(=O)c1ccccn1 (stereo unspecified)	-5	-3	-4	0.2	5	-16	x	2	9	-1
Cc1cccc(N2CCN(C(=O)Cc3c(C(=O)O)[nH]c4ccc(Cl)cc34)CC2)c1C	-3	7	27	0.5	0	7	-0.6	-5	8	-3
Cc1cc(NC(=O)COC(=O)C2=NN(c3ccccc3)C(=O)CC2)c([N+](=O)[O-])cc1C	x	-4	2	-0.3	12	-9	-0.1	0	-4	-1
CC(C)n1c(N2CCN(C(=O)c3cccs3)CC2)nc2ccccc21	-3	-5	-4	-1.3	-39	4	-3.5	6	4	-4
Cc1ccc(CNC(=O)c2ccccc2CCc2ccccc2)cc1	11	-4	x	0.6	-2	-1	-2.7	-12	0	-1
O=C(CCCCCl)Nc1c2c(nc3ccccc13)CCC2	-3	0	2	-2.3	-8	-13	4.6	-1	6	-4
COc1ccccc1N(CC(=O)N(c1ccccc1)C(C)C)S(=O)(=O)c1cccs1	-5	1	-4	-0.9	5	1	-0.5	2	0	6
CCCCNC(=O)C1CCC(CNc2c(N3CCC(C)CC3)c(=O)c2=O)CC1 (stereo unspecified)	-2	-1	-12	-1.8	x	-5	-2.0	-12	0	1
COc1ccc(CCNC(=O)C(=O)NCC2CCNCC2)cc1OC	x	-3	5	-0.1	-14	-1	-1.1	-1	-2	-1
COc1ccc(-c2nc(C#N)c(N3CCC(C(N)=O)CC3)o2)cc1OC	-2	-1	14	1.1	-3	0	-4.4	-5	-2	-2
Cc1noc(C)c1S(=O)(=O)N1CCN(Cc2ccc3c(c2)OCO3)CC1	x	-2	-16	1.2	-4	3	-0.4	3	1	1
c1ccc2c(c1)OC1OC2Oc2ccccc21	-3	-5	-9	-2.2	7	2	-1.7	-9	-7	-3
O=C(CN(C(=O)Cn1nnc(-c2cccs2)n1)c1ccc2c(c1)OCCO2)NC1CCCCC1	6	2	7	1.0	-4	-2	-0.6	4	0	3
O=C1[C@H](Cc2ccccc2)NCC=CC[C@@H](c2ccco2)N1Cc1ccccc1	-3	-1	5	-0.5	7	-3	-0.9	-3	1	-1
CS(=O)(=O)N1CCc2cc(NC(=O)c3ccc(Cl)cc3Cl)ccc21	-2	2	3	-0.3	-69	-5	0.2	7	-2	0
CC(=O)Nc1ccc(S(=O)(=O)N2CCC(NC(=O)C(Cc3ccc(C)cc3)NC(C)=O)CC2)cc1 (stereo unspecified)	7	-2	3	0.2	26	-4	-1.5	-5	3	1
O=C(/C=C/c1ccc(OCc2c(F)cccc2Cl)cc1)N1CCOCC1	-1	-1	1	2.4	-49	-3	-1.1	-7	-6	0
Cc1ccc2nc(NCCCO)nc(-c3ccccc3)c2c1	-3	1	-484	1.0	-18	-8	-2.9	8	3	3
Cc1c(NS(=O)(=O)c2ccccc2F)c(=O)n(-c2ccccc2)n1C	-4	2	x	1.6	13	-5	-2.9	-3	-3	-1
COc1ccc(Br)cc1S(=O)(=O)NCCN1CCOCC1	1	-2	1	0.6	-3	-11	-0.2	-1	9	0
CN(C(=O)CSc1nnc(COc2ccccc2F)n1N)C1CCCCC1	-4	1	-3	1.4	15	-6	-1.4	5	6	-2
COCc1cc(C(C)=O)ccc1OC	-2	3	-2	10	12	-4	-0.3	0	4	-3
CC1CCCCC1N1CCN(C(=O)c2cccc(F)c2)CC1 (stereo unspecified)	2	-4	1	1.6	4	-5	-0.7	16	-2	0
O=S(=O)(NC1CCCCC1NCc1ccco1)c1ccc(Cl)cc1 (stereo unspecified)	0	2	-3	-0.5	2	-7	-0.8	2	-1	-1
COc1cc(/C=C(\C#N)c2nc3c(s2)CC(C)CC3)ccc1O (stereo unspecified)	x	-6	4	-2.8	-40	-32	-1.1	-2	13	-3
CCN1C(=O)[C@H]2[C@@H](c3ccc(-c4ccccc4)cc3)N[C@@](Cc3ccccc3)(C(=O)OC)[C@H]2C1=O	-4	-7	-6	0.5	17	4	0.3	-2	3	-3
CC1C2Cn3c(nc4ccccc43)C1N(C(C)C)O2 (stereo unspecified)	-3	-1	-2	2.9	8	-14	1.8	2	-4	-5
COc1ccc(C(=O)Nc2ccc(S(=O)(=O)Nc3onc(C)c3C)cc2)cc1OC	-8	1	2	0.3	9	-4	-0.1	3	0	-3
COCCN(C(=O)COC(=O)COc1ccc2ccccc2c1)c1c(N)n(Cc2ccccc2)c(=O)[nH]c1=O	-3	3	0	-1.8	8	-7	0.1	0	-1	4
Fc1ccc(NC(=S)Nc2nccs2)cc1	-3	1	1	-0.6	4	-11	-2.0	5	7	-5
O=C(Nc1cc(S(=O)(=O)N2CCCC2)ccc1OCC(F)(F)F)c1ccccc1F	1	-5	-7	4.2	1	0	1.2	0	-4	0
CCCCCCCCNc1ccccc1S(=O)(=O)NCc1ccccc1	11	-12	3	0.8	5	0	0.0	-3	-3	-4
COc1ccc(C(=O)Nc2cnn(Cc3c(F)cccc3Cl)c2)cc1OC	-6	-4	-4	-0.8	x	-5	-3.0	-7	3	-2
COc1ccccc1N(CC(=O)NC(C)(C)C)C(=O)c1ccc(Cl)nc1	-4	0	4	1.6	27	-3	0.7	-13	1	1
Fc1cc(F)cc(NC(=S)Nc2ccccc2N2CCOCC2)c1	6	0	1	0.1	-15	-12	-2.0	0	3	0
COc1ccccc1C(=O)Nc1ccnn1C1CCN(Cc2csc(C(C)=O)c2)CC1	x	-2	-14	-0.7	-5	-3	-0.6	2	-1	1
CCc1ccccc1NC(=O)CN(c1ccc(OC)cc1OC)S(=O)(=O)c1ccccc1[N+](=O)[O-]	3	-2	-13	-0.8	-8	-1	-1.7	0	-5	2
O=C(CN1CCN(Cc2ccccc2)CC1)NNC(=O)c1ccc(Cl)cc1	-3	-1	0	-0.3	9	1	-4.0	-9	6	-8
Cc1ccc(S(=O)(=O)NC2CCCc3ccccc32)cc1C (stereo unspecified)	1	-8	8	0.3	x	9	-0.7	-5	0	0
S=C(NCc1ccccc1)NNc1ccccc1	58*	-1	-8	0.3	-3	0	-1.1	-6	0	-1
Cc1ccc(C)c(N(CC(=O)Nc2ccccc2C(=O)NCc2ccco2)S(=O)(=O)c2ccccc2)c1	-3	-2	4	1.7	2	-1	-0.2	-11	10	1
CCOc1ccc(NC(=O)COC(=O)Cc2ccsc2)cc1	-8	-2	14	-0.5	14	1	0.0	2	-4	2
CC/C(Cc1ccccc1)=N/NC(=O)c1cccc(Br)c1	-2	-1	4	0.8	-4	1	-3.2	5	5	0
CCN(C(=O)COC(=O)c1cc(NS(=O)(=O)c2ccc(Cl)c([N+](=O)[O-])c2)ccc1O)C1CCCCC1	4	4	0	-0.5	0	-2	0.0	-10	5	0
Cc1ccc(-c2ccc([C@H]3[C@H]4C=CC[C@@H](C)[C@@H]4C(=O)N3Cc3ccccc3)c(F)c2)cc1	2	-19	4	-1.9	-18	10	0.3	-4	-10	-4
Nc1nc(N2CCN(C/C=C/c3ccccc3)CC2)nc2ccccc12	-3	1	18	-0.2	-1	-3	-2.4	4	-2	2
CCc1n[nH]c(=S)n1/N=C/c1ccc(NC(C)=O)cc1	-3	3	-1	0.1	-3	-3	0.4	3	6	-2
COc1cc2nc(CN3CCN(S(=O)(=O)c4ccccc4)CC3)[nH]c(=O)c2cc1OC	-11	2	-3	-0.7	3	-14	-1.0	-9	5	-2
COc1ccc(-c2noc(N3CCC(C(=O)NCCCN4CCCCC4)CC3)n2)cc1	x	-5	-3	-1.2	16	-7	-1.0	-5	4	-1
COc1ccc(CCNc2ncnc3c2[nH]c2cc(OC)c(OC)cc23)cc1OC	-2	3	-2	0.0	-31	-10	8.2	3	-1	1

Of the compounds above, these have a tert-butyl group:
SMILES	CAL PDZ FP-1	DAGLB inhibitor	Rtt109 HAT inh	C-LANA FP	SR-BI DiI-HDL act	RTF Ca sens inh	CAL PDZ FP-2	PKA-R2B activ	cardiac RTF act	Keap1-Nrf2 PPI
CC(OC(=O)C1=COCCO1)C(=O)c1ccc(C(C)(C)C)cc1 (stereo unspecified)	x	-2	14	0.7	7	-8	-0.5	-11	12	2
COc1ccccc1N(CC(=O)NC(C)(C)C)C(=O)c1ccc(Cl)nc1	-4	0	4	1.6	27	-3	0.7	-13	1	1

No enrichment for hits, and some 1.6% of all compounds hit somewhere here.
